Compound activity deposited in PubChem by The Scripps Research Institute Molecular Screening Center.
S1P3 antag: S1P3 (human) receptor antagonism; CHO S1P3 NFAT-BLA reporter, FRET fluorescence, antagonist mode; hit rate 0.27% among 170,000; inhibition, % at 4.98 µM; Q99500; AID 485;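 active = inhibition above the plate cutoff, the mean inhibition of test wells on that plate plus 3 SD, cut at about 28% in these data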;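 note: cells challenged with S1P at its EC80 of 0.8 µM; blue over green emission ratio from cleaved BLA substrate after 4 h stimulation; 0% = S1P-stimulated wells and 100% = unstimulated DMSO-only wells; some compounds past the cut are filed as inactive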
Target sequence (Q99500 whole entry, looked up): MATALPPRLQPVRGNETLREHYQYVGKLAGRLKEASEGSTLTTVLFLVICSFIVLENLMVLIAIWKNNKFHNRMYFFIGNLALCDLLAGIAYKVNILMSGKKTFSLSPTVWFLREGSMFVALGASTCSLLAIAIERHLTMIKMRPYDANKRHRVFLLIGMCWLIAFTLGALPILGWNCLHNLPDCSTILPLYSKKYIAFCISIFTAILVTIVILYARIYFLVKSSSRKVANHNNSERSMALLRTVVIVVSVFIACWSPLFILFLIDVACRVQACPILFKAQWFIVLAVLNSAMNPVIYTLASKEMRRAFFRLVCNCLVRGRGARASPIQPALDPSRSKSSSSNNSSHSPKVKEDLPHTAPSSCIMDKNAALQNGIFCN
Active calls of the source: *.

SMILES	S1P3 antag
COc1ccccc1C(C[N+](=O)[O-])c1c[nH]c2ccccc12 (stereo not given)	8
Cc1cc(NS(=O)(=O)c2ccc(NC(=O)/C=C/c3ccco3)cc2)nc(C)n1	-4
COc1ccccc1NC(=O)/C(=C\c1cccs1)NC(=O)c1ccco1	4
Nc1cc(S(=O)(=O)Nc2ccc(Br)cc2)ccc1Cl	1
COc1ccccc1NC(=O)c1cc2c(s1)-c1ccccc1S(=O)(=O)C2	-16
CCN(CC)c1ccc(/C=N/n2c(-c3ccccc3Br)n[nH]c2=S)cc1	-13
CC1=NN(C(=O)COc2cc(C)ccc2C(C)C)C(O)(c2ccccc2)C1 (stereo not given)	4
Cc1cc(NNC(=O)c2cccc(C(F)(F)F)c2)nc2c1c(C)nn2C	-4
NC(=O)c1ccc(OCC(F)(F)F)nc1	-3
c1cc(-c2sc(-c3ccncc3)c(-c3ccncc3)c2-c2ccncc2)ccn1	3
O=C(C1=C(O)C(=O)N(CCOCCO)C1c1ccccn1)c1cccs1 (stereo not given)	-10
Cc1ccc(/C=C2\SC(=S)N(CCCC(=O)NNC(=O)c3ccccc3O)C2=O)cc1	-17
Cc1csc2ncnc(N3CCN(C(=S)Nc4ccc(F)cc4F)CC3)c12	16
OC[C@@H](O)[C@H](O)C(/C=N/Nc1ccccc1)=N\Nc1ccccc1	26
O=C(COc1ncnc2ccccc12)Nc1ccc(S(=O)(=O)N2CCOCC2)cc1	-9
Cn1nc(C(F)(F)F)cc1-c1ccc(S(N)(=O)=O)s1	-270
Cc1cc2c(cc(C(=O)N3CCC(C(=O)NC4CCCC4)CC3)n2Cc2c(F)cccc2Cl)o1	-6
CN(CC#CC(O)(c1ccccc1)c1ccccc1)C(C)(C)C	13
CC(C)(C)S(=O)(=O)c1cnc(N2CCOCC2)nc1N	-1
O=C1CC(N2CCSCC2)C(=O)N1c1ccc(F)cc1 (stereo not given)	-16
O=C(O)c1ccc(-n2cncn2)c([N+](=O)[O-])c1	-14
CCn1c(SCC(=O)Nc2cc(C)nn2-c2ccccc2)nnc1-c1cccs1	-4
OCCC1CN(Cc2nc3ccc(F)cc3[nH]2)CCN1C1CCCC1 (stereo not given)	-12
CCOc1ccc(Nc2nc3cc(S(=O)(=O)CC)ccc3o2)cc1	-3
O=C(COC(=O)/C=C/c1ccc([N+](=O)[O-])cc1)NCc1ccc2c(c1)OCO2	-9
Cc1ccc(OCC(=O)N(Cc2ccc(N(C)C)cc2)C2CCS(=O)(=O)C2)cc1C (stereo not given)	3
N/C(=N\S(=O)(=O)c1ccc(Cl)cc1)N1CCOCC1	0
COc1cc(CN2CCc3ccccc3C2)ccc1O	-2
COc1cccc(C2c3[nH]c4ccccc4c3CCN2Cc2cnn(C)c2)c1 (stereo not given)	6
Cc1nnsc1C(=O)N1CCC(C(=O)c2ccccc2)CC1	-6
O=C(Nc1cc(-c2ccccc2)[nH]n1)c1ccccc1F	8
Cc1nc(SCCO)c([N+](=O)[O-])[nH]1	5
COc1ccc(C(CNC(=O)c2ccc(S(=O)(=O)N3CCCC3)cc2)N2CCOCC2)cc1 (stereo not given)	-4
O=C1C=Cc2ccccc2/C1=C/c1[nH]c(=O)[nH]c1O	-6
O=C(O)c1cccc(NC(=S)NC(NC(=O)c2ccco2)C(Cl)(Cl)Cl)c1 (stereo not given)	-10
Cn1c(SCC(=O)N/N=C/c2ccncc2)nc2ccccc21	-6
CCOC(=O)c1cc(NC(=O)CCC(=O)O)ccc1N1CCCCC1	-4
Cn1nc(C(F)(F)F)c(-c2ccccc2)c1NC(=O)c1cccnc1	2
Cn1c(=O)c2c(nc(NN=C3CCCC3)n2C)n(C)c1=O	3
O=C(COC(=O)c1cc2ccccc2oc1=O)Nc1ccc(F)cc1F	-12
COc1ccc(C(CCNC(C)c2ccccc2)C(C)C)cc1 (stereo not given)	5
CC(C)c1ccc(NC(=O)C2CC(=O)Nc3nc4ccccc4n32)cc1 (stereo not given)	4
COc1ccc([N+](=O)[O-])cc1NS(=O)(=O)c1ccc(C)cc1	4
O=C(CSc1nnnn1-c1ccc(F)cc1)NNC(=O)c1ccco1	-20
O=C(CN1CCN(Cc2ccccc2)CC1)N/N=C/c1cccnc1	-6
Brc1ccc(Nc2ncnc3[nH]ncc23)cc1	-4
COc1cc(/C=C(\C#N)C(=O)Nc2ccc3c(c2)OCCO3)ccc1O	-5
O=C(CSc1nc(O)cc(=O)n1-c1ccccc1)Nc1nc2ccccc2s1	1
Cc1nn(C)c(C)c1/C=C(/C(=O)C(C)(C)C)n1cncn1	-15
CC[C@H](C)[C@H](NC(N)=O)C(=O)NCCc1ccc(OC)cc1	-3
CN1N=C2c3ccccc3CCC2C1c1ccc(F)cc1 (stereo not given)	-5
O=C(NC(=O)N1CCSCC1)c1c(Cl)cccc1Cl	-6
O=C(Cc1n[nH]c(=O)c2ccccc12)OCC(=O)N(Cc1ccccc1)Cc1ccccc1	-6
O=C(Nc1nc2cc3c(cc2s1)OCO3)c1cccc(N2C(=O)CCC2=O)c1	1
O=C(COC(=O)c1ccc[nH]c1=O)Nc1ccc(S(=O)(=O)N2CCCC2)cc1	1
CSc1ccccc1NC(=O)COC(=O)c1c[nH]c(=O)[nH]c1=O	-15
O=C(O)CSc1ncnc2scc(-c3ccccc3)c12	-2
O=C(O)c1ccccc1/C=N/Nc1ccc(S(=O)(=O)N2CCCC2)cc1[N+](=O)[O-]	-10
O=C(O)/C(=C\c1cn(-c2ccccc2)nc1-c1cccnc1)NC(=O)c1ccccc1	3
CCOC(=O)c1c(CSC(=N)N)n(-c2ccccc2)c2cc(Br)c(OC(C)=O)cc12	-6

Quoted at random: 3 entries already listed
SMILES	S1P3 antag
O=C(O)c1ccc(-n2cncn2)c([N+](=O)[O-])c1	-14
CC(C)(C)S(=O)(=O)c1cnc(N2CCOCC2)nc1N	-1
O=C1C=Cc2ccccc2/C1=C/c1[nH]c(=O)[nH]c1O	-6

Later entries.
SMILES	S1P3 antag
Cc1nc2ccccc2n1CC(=O)NC1CCCCCC1	-3
COc1ccc(/C=C/c2nnc(NC(=O)CC(C)C)s2)cc1	10
O=C(N/N=C/c1cccc(Cl)c1)c1c(O)c2c([nH]c1=O)CCCC2	-1
CC1c2ccsc2CCN1S(=O)(=O)c1ccccc1 (stereo not given)	1
CCCc1nc2oc3c(=O)[nH]cnc3c2c2c1COC(C)(C)C2	-4
CCCCCC1CC(=O)C=C(C)C1C(=O)OC (stereo not given)	3
S=c1nc[nH]c2c1[nH]c1ccc(Cl)cc12	9
Cc1ccc(C)c(SCc2nc3sc(C(=O)O)c(C)c3c(=O)[nH]2)c1	6
O=C(NNS(=O)(=O)c1ccc(F)cc1F)c1csc(-c2cccnc2)n1	10
C/C(CC(=O)Nc1cccnc1)=N\NC(=O)C(C)Oc1ccc(Cl)cc1Cl (stereo not given)	-13
CCCc1nnc(NC(=O)CCC(=O)N2CCN(c3nc(C)cc(C)n3)CC2)s1	-10
CNC(=O)c1c(NC(=O)c2cccc(N3C(=O)CCC3=O)c2)sc2c1CCCC2	24
Cc1ccc[n+](CC(=O)N2CCCCC2)c1C	-3
COCCCNC(=S)N/N=C/c1ccccc1O	-5
O=C(Nc1ccc(Cl)cc1)c1ccc(-c2ccccn2)s1	4
Cn1cc(C(=O)N/N=C/c2cccc([N+](=O)[O-])c2)c2ccccc21	2
O=C(Sc1ccccc1)c1cccc(Cn2cc(C(F)(F)F)ccc2=O)c1	6
COc1ccc(NS(=O)(=O)c2ccc(N3CCOCC3)c(NC(=O)c3ccccc3Br)c2)cc1	-4
CC1(C)C2CCC1(C)C(OC(=O)C[n+]1ccccc1N)C2 (stereo not given)	12
CCCOc1ccc(/C(O)=C2/C(=O)C(=O)N(CCCn3ccnc3)C2c2ccc(C)o2)cc1 (stereo not given)	-4
S=C(NC1CCCCC1)NC1CC2C=CC1C2 (stereo not given)	0
Cc1c(C(c2cccs2)c2c(C)n(C)n(-c3ccccc3)c2=O)c(=O)n(-c2ccccc2)n1C	7
COC(=O)c1ccc(Nc2c([N+](=O)[O-])c(=O)oc3ccccc23)cc1	10
O=C(Nc1ccc2c(c1)nc1n2CCN(C2CCCCC2)C1)c1ccco1	-15

Exported as labelled records: entries from further up.
> Cc1ccc[n+](CC(=O)N2CCCCC2)c1C
- S1P3 antag: -3
> CCCOc1ccc(/C(O)=C2/C(=O)C(=O)N(CCCn3ccnc3)C2c2ccc(C)o2)cc1 (stereo not given)
- S1P3 antag: -4

(listing goes on)
SMILES	S1P3 antag
CN(C)S(=O)(=O)c1cccc(NC(=O)CSc2ncnc3ccccc23)c1	7
Cc1nnsc1-c1c(C(=O)Oc2ccccc2)c(C)nn1-c1ccccc1	-11
Cc1cc(-c2ccccc2)n2ncnc2n1	6
O=C(Nc1ccc(-c2cnco2)cc1)c1ccccc1	0
Nn1cc(-c2ccccc2)nc1SCC(=O)Nc1cccc(S(N)(=O)=O)c1	0
O=C(NNc1c(Cl)cncc1Cl)c1sccc1Cl	-1
CCOc1cccc(NC(=O)c2cnccc2C(F)(F)F)c1	4
Cc1ccc2nc(-c3ccc(N)cc3)sc2c1	-6
O=C(O)CC(CC(=O)Nc1ccc(Oc2ccccc2)cc1)c1ccccc1 (stereo not given)	12
COc1cc(/C=N/Nc2nc(-c3ccc(S(=O)(=O)N(C)C)cc3)cs2)ccc1O	3
CC(=O)c1ccc(OCC(C)Oc2ccc(C#N)cc2)cc1 (stereo not given)	8
Cc1cccc(OCC(=O)Nc2ccc3c(c2)nc(CN2CCCCC2)n3C)c1	30*
CN1CCN(C2=NCCO2)CC1	-6
N#C/C(=C\c1c(F)cccc1Cl)S(=O)(=O)c1ccccn1	-14
CCOC(=O)C1=C(CS(=O)(=O)c2ccc(C)cc2)NC(=O)NC1c1ccc(O)c(OC)c1 (stereo not given)	5
O=C(NCc1ccc2c(c1)OCO2)c1cc(-c2ccncc2)nc2ccccc12	-6
Cc1cc(C)cc(NC(=O)Nc2ccc(N3CCCCC3)cc2)c1	4
Cc1cc(C)c(OCC(=O)N(Cc2ccc(N(C)C)cc2)C2CCS(=O)(=O)C2)c(C)c1 (stereo not given)	9
O=c1nc(N2CCOCC2)ccn1-c1nc(-c2ccccc2)sc1-c1ccccc1	-3
CSS(=O)(=O)c1cccc2cccnc12	-11
COc1cc(C(=O)OCC#N)ccc1OCc1c(C)noc1C	-16
Cc1cccc(-c2cc3nc(C)c(C)c(NCCCn4ccnc4)n3n2)c1	8
CCN(CC)c1ccc(/C=N/NC(=O)Cc2ccc(OC)c(OC)c2)cc1	-2
O=C(O)c1ccccc1-n1cnnn1	1
Fc1ccc(C2=Nn3c(nnc3-c3ccco3)SC2)cc1	2
CCOC(=O)/C(C#N)=C/c1cccn1-c1ccc(Cl)cc1	-4
Cc1nnsc1-c1nnc(SCC(=O)c2ccc(C#N)cc2)n1C1CC1	-2
CCc1nc(SCC(=O)Nc2ccc(OC)cc2[N+](=O)[O-])n[nH]1	-5
Clc1ccc(Nc2cc(-c3ccccc3)nc3ncnn23)cc1	7
O=S(=O)(NCC1CCCO1)c1ccc(Cl)nc1 (stereo not given)	-20
COC(=O)c1c(C)[nH]c(C)c1C(C)=O	-11
COc1ccccc1OCCNC(=O)C(c1ccccc1)c1ccccc1	1
Cc1ccc(NC(=O)c2sc(N)nc2-c2ccc([N+](=O)[O-])cc2)c(C)c1	-15
O=c1[nH]c2c(Br)cnc([N+](=O)[O-])c2[nH]1	-3
COCCN1CCN(Cc2cn(C)nc2-c2ccc(Oc3ccccc3)cc2)CC1	-8
O=C(c1ccncc1)N1CCN(C2CCC(c3ccccc3)CC2)CC1 (stereo not given)	-7
COCCNC(=O)CSc1nc2sc(C)c(C)c2c(=O)n1-c1ccccc1	3
CCOC(=O)c1cn(Cc2cccc(Cl)c2)c2cc(C)nn2c1=O	-2
CCN1CCN(S(=O)(=O)c2cc(C(=O)O)ccc2Cl)CC1	3
O=C(O)CSCC(=O)Nc1ccc(Br)c(C(F)(F)F)c1	0
Nc1c(C(=O)O)sc2nc(-c3ccccc3)cc(-c3ccccc3)c12	-15
CN(C)S(=O)(=O)c1ccc(NC(=O)CN2CCOCC2)cc1	10
CC(=O)NC(NC(=S)Nc1ccc(S(N)(=O)=O)cc1)C(Cl)(Cl)Cl (stereo not given)	3
CCCN(c1ccc(C)cc1)c1nc(=O)c2cccnc2s1	-5
COC(=O)c1csc(S(=O)(=O)N2CCCCC2)c1OC	-12
Cc1c(C(=O)Nc2ccc(F)cc2)cn2c(nc3ccccc32)c1C#N	-3
COc1ccc(C2CN=NC23CCc2ccccc2C3=O)cc1 (stereo not given)	-6
CC1CN(C2=NC(=O)/C(=C/c3ccncc3)S2)CC(C)O1 (stereo not given)	3
Nc1nc2cc(S(=O)(=O)NC3=NCCCCC3)ccc2s1	-4
Cc1nn(-c2ccccc2)c2c1cc1c(=O)n(C)c(=O)nc-1n2-c1ccccc1F	-7
COc1ccc(NC(=O)c2c(C)noc2-c2snnc2C)cc1	-3
COc1ccc(NS(=O)(=O)c2ccc(O)c(NC(=O)c3ccc(S(=O)(=O)N4CCCC4)cc3)c2)cc1	-8
CCOC(=O)c1sc(S(C)(=O)=O)c2c1CC(C)(C)C/C2=N/O	-12
Cc1cccc(C)c1NC(=O)CSc1nnc(NC(=O)c2ccccc2C(=O)O)s1	-1
COc1cccc(N2CN(C3CCCCC3)CNC2=S)c1	0
O=C(O)c1ccc2c(c1)C(=O)N(c1nccs1)C2=O	1
COc1ccc(CNC(=O)C2CCCN2C)cc1OC (stereo not given)	11

This is a subset; rates above refer to the full screens.
